PglD inh = C. jejuni PglD acetyltransferase inhibitors, primary screen, biochemical, DTNB colorimetric, single point. UDP-N-acetylbacillosamine N-acetyltransferase PglD (Campylobacter jejuni). purified PglD enzyme, DTNB colorimetric CoA detection. inhibition, % at 12.5 µM. actives 0.098% (n = 360,000). AID 602405, 2012; in the data active = inhibition above about 16%, passing the limit was not always enough; note: strong numbers were not always called active
RAD52 anneal inh = RAD52 DNA annealing inhibitors, primary screen, biochemical, FRET, single point, set 2; AID 651710, 2012; actives 0.46% (n = 360,000); DNA repair protein RAD52 homolog (Homo sapiens), P43351; inhibition, % at 18.7 µM; recombinant RAD52 DNA annealing, FRET fluorescence;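 active = every replicate showing at least 50% inhibition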
RAD54 branch = inhibitors of human RAD54 branch migration, primary screen, biochemical, fluorescence, single point; DNA repair and recombination protein RAD54-like (Homo sapiens), Q92698; RAD54 Holliday junction branch migration, FAM/BHQ fluorescence; inhibition, % at 10.4 µM; actives 0.14% (n = 360,000); AID 602329, 2012;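 active = mean normalized replicate activity at least 40 and at least half of replicates scoring 40 or more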;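 note: 0% = median of neutral control wells and 100% = median of positive control wells; inhibitors cause a drop in the FAM fluorescence signal; in these data hits start at about 50%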
E-selectin induc = E-selectin induction in HUVECs, primary screen, imaging, HUVEC, immunofluorescence imaging, single point; AID 686992, 2013; actives 0.37% (n = 260,000); normalized: neutral wells 0, TNF-alpha wells 100; P16581; activation, % at 7.58 µM;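 active = mean E-selectin-positive cell signal at least 10% of the positive control, reached in at least 60% of replicates, without over 20% cell loss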;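 note: in these data hits start at about 27%; measured in HUVEC primary endothelial cells; signal is the percent of cells scored E-selectin positive by PE staining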
Target sequence (P16581 whole entry, looked up): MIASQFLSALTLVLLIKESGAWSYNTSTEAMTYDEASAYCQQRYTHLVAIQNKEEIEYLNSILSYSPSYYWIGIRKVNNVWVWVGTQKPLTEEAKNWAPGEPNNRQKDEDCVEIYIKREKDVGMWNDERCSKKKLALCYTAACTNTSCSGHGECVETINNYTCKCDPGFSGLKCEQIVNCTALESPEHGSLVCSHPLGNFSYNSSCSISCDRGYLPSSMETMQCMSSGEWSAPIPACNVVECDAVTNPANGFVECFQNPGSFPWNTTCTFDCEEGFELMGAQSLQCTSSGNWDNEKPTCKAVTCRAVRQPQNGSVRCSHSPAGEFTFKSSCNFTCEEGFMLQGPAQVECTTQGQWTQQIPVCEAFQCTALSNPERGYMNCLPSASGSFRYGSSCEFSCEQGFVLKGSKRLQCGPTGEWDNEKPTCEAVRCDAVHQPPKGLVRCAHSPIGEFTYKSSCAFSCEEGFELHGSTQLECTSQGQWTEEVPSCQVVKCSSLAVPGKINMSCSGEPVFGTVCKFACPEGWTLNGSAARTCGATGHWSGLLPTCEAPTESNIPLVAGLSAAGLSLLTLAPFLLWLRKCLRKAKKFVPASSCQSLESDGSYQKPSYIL
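Read-out basis: % PE-positive cells; Test system: HUVEC primary endothelial cells; Technique: immunofluorescence imaging; Dosing: single-point compound dose.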
ARNT TACC3 PPI = disruptors of ARNT/TACC3 protein interaction, primary screen, biochemical, AlphaScreen, single concentration; AlphaScreen His-ARNT PAS-B/GST-TACC3 binding, luminescence; TACC3 fragment carries E629A point mutation; inhibition, % at 9.99 µM; actives 0.66% (n = 390,000);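 active = mean inhibition of replicates at least 50% and at least half of replicates each reaching 50%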;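 note: 0% = complete ARNT plus TACC3 wells and 100% = ARNT alone without TACC3; many hits fall short of the cut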
Casp6 inh = human caspase-6 inhibitors, primary screen, biochemical, VEID-R110 fluorescence, single point, set 2 | inhibition, % at 12.5 µM | actives 0.53% (n = 350,000) | P55212 | purified caspase-6, Z-VEID-R110 cleavage fluorescence;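 active = mean inhibition across replicates at least about 35%, with every replicate also reaching that limit, limit read from the data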;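 note: 0% = median of neutral control wells and 100% = no fluorescence left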
ERp5 block = inhibitors of ERp5-driven insulin aggregation, primary screen, biochemical, turbidity, absorbance 650 nm, single point. Protein disulfide-isomerase A6 (Homo sapiens), Q15084. actives 0.05% (n = 350,000). inhibition, % at 9.99 µM. AID 651711, 2012. 90 min;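 active = mean replicate inhibition above about 25%, with every replicate also reaching it, limit read from the data, passing the limit was not always enough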
Target sequence (Q15084 whole entry, looked up): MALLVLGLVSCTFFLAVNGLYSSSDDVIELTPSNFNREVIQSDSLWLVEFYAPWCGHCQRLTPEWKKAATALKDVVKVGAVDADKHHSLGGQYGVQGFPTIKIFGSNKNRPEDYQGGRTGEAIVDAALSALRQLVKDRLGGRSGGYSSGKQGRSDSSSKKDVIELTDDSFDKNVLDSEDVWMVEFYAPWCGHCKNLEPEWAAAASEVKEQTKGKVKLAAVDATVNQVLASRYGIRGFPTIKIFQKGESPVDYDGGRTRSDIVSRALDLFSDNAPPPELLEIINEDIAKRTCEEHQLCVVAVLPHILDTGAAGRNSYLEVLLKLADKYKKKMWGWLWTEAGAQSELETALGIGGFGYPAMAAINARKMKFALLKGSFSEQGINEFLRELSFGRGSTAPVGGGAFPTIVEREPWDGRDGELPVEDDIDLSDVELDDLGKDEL
esBAF inh = Bmi1 luciferase reporter increase in mESCs, primary screen, esBAF inhibitor project, mouse ES cells, Bmi1 luciferase knock-in, single point; 24 h; 100% = twice the neutral-well signal; reporter increase, % at 12.5 µM; actives 2% (n = 350,000); in the data active = activation above about 40%;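 note: 0% = median of the plate's neutral control wells and 100% = double that signal; a rise in the Bmi1 reporter signal indicates esBAF inhibition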
An asterisk follows results filed as active; · = not tested or not shown; & = joins results of further samples.

Compound	PglD inh	RAD52 anneal inh	RAD54 branch	E-selectin induc	ARNT TACC3 PPI	Casp6 inh	ERp5 block	esBAF inh
CCC1(C)C2(C#N)C(N)=NC(OC)(OC)C12C#N (stereo unspecified)	-1	·	-10	·	2	·	·	-10
Cc1ccc(C#CC[N+](C)(C)CC#Cc2ccccc2)cc1	·	0	·	0.1	25	-9	21	·
CC(C)C[C@H](NC(=O)OC(C)(C)C)C(=O)N[C@@H](CO)[C@H](O)[C@@H]1C[C@@H]1C(=O)NC1CC1	-3	-16	4	-0.2	-3	1	11	-2
Cc1cc2nc(-c3ccco3)c(Cc3ccccc3C(F)(F)F)n2c(C)c1Br	·	-13	·	0.0	·	-1	4	·
CN(C)Cc1nc2ccccc2c(=O)n1Cc1nc(C(C)(C)C)cs1	2	-8	-7	·	·	-1	-7	·
Cc1c(C)c2c(OCC(=O)NCC(=O)NCC(=O)O)cc3c(c2oc1=O)CCC(C)(C)O3	5	-23	-6	-0.1	14	0	2	-4
Cc1ccc(SCc2ccc(C(=O)Nc3ccccc3Br)cc2)cc1	·	-18	·	-0.4	-1	16	2	·
CC(C)CCN1CCN(Cc2cccn2-c2nccs2)CC1CCO (stereo unspecified)	·	-7	·	·	0	-1	5	·
Cc1cccc(Sc2c([N+](=O)[O-])ncn2C)n1	1	·	-6	·	1	·	·	-2
CCCNC(=O)Nc1ccc2c(c1)C(=O)N(C)[C@@H]1CC[C@H](CC(=O)NCc3ccccc3)O[C@H]1CO2	5	15	3	0.0	·	-1	-4	-1
Cn1ccsc1=NC(=O)c1ccc([N+](=O)[O-])o1	5	-49	5	0.0	·	49*	4	7
C[C@H]1CCCCO[C@@H](CN(C)C(=O)c2ccncc2)[C@@H](C)CN([C@@H](C)CO)C(=O)c2cc(N(C)C)ccc2O1	6	-10	-3	-0.1	0	2	-5	3
COc1ccc(-c2oc3c(c2C(=O)OCCO)C(OCCCO)CCC3)cc1 (stereo unspecified)	·	-11	·	0.1	·	0	10	·
O=C(CSc1ccsc1[N+](=O)[O-])NCCc1ccc(Cl)cc1	-17	·	-11	·	1	·	·	-7
O=C(ONC1=NCCCCC1)c1cccc([N+](=O)[O-])c1	·	-7	·	6.0	·	7	5	·
Cc1cn([C@H]2C[C@H](O)[C@@H](/C=C/C(=O)NCc3ccccc3)O2)c(=O)[nH]c1=O	-3	-18	8	0.0	·	2	6	-4
N#Cc1ccc(C(=O)OCC(=O)NC(=O)NC2CCCCC2)cc1	3	-14	7	·	-3	1	-1	-3
COc1ccc(CCNC(=O)COC(=O)c2ccc([N+](=O)[O-])o2)cc1	4	21	0	·	27	59*	-4	-8
COCC(=O)Nc1ccc2c(c1)C(=O)N(C)C[C@H](OC)[C@H](C)CN(Cc1ccccc1)[C@@H](C)CO2	4	3	3	0.4	11	-1	-5	2
CCOc1ccc(NC(=O)CN(C)C(=O)c2ccc3nc(CC)c(CC)nc3c2)cc1OCC	-1	-2	0	0.0	-2	4	-4	0
O=C(NCCN1C(=O)S/C(=C\c2ccccc2F)C1=O)C1CC(=O)N(Cc2ccccc2)C1 (stereo unspecified)	-1	-20	-3	-1.9	3	7	11	17
CCSCc1nnc(SCC(=O)Nc2cccc(C(C)=O)c2)n1C	0	-15	-2	3.3	-2	-5	2	·
CCOC(=O)c1cnc2c(ccc3ccccc32)c1NCCCN(C)C	6	96*	123*	0.1	0	-11	1	39
CSc1cccc(NC(=O)c2cnccn2)c1	-2	·	0	·	0	·	·	32
Cc1ccc(-c2ccc([C@H]3[C@H]4CN(C(=O)Nc5ccccc5)CCCCN4[C@H]3CO)cc2)cc1	-2	·	-5	-0.6	16	·	·	·

Reprinted at random: two records from the list, in no set order.
Compound	PglD inh	RAD52 anneal inh	RAD54 branch	E-selectin induc	ARNT TACC3 PPI	Casp6 inh	ERp5 block	esBAF inh
CSc1cccc(NC(=O)c2cnccn2)c1	-2	·	0	·	0	·	·	32
Cc1c(C)c2c(OCC(=O)NCC(=O)NCC(=O)O)cc3c(c2oc1=O)CCC(C)(C)O3	5	-23	-6	-0.1	14	0	2	-4

The list continues:
Values run as follows: PglD inh, RAD52 anneal inh, RAD54 branch, E-selectin induc, ARNT TACC3 PPI, Casp6 inh, ERp5 block, esBAF inh
- CCCC(=O)N(c1ccc2oc(=O)sc2c1)S(=O)(=O)c1ccccc1
  4, ·, -4, ·, 5, ·, ·, -9
- C/C=C/c1ccc([C@H]2[C@@H](CN(C)C(=O)c3ccccn3)N(C(C)=O)[C@H]2CO)cc1
  -4, ·, -3, 0.0, 5, ·, ·, 3
- Cc1noc(C)c1S(=O)(=O)Nc1ccc2c(c1)C(=O)N([C@@H](C)CO)C[C@H](C)[C@H](CN(C)CC1CCCCC1)OCCCC[C@H](C)O2
  4, 15, 6, 0.7, 3, -4, -1, 2
- CC(OC(=O)CCc1c[nH]c2ccccc12)C(=O)c1ccccc1 (stereo unspecified)
  ·, -13, ·, 6.9, 5, -1, 4, ·
- COc1ccccc1NC(=O)c1ccc(NC(=O)c2nc3nccc(C)n3n2)cc1
  2, -23, 5, -1.2, -2, -4, ·, 9
- COC(=O)C[C@H]1CC[C@H]2[C@@H](COC[C@@H](O)CN2S(=O)(=O)c2ccccc2OC)O1
  -1, ·, -4, -0.1, -6, ·, ·, -5
- CCn1c(=N)n(CCO)c2ccccc21
  -1, ·, -3, ·, -1, ·, ·, -3
- O=C(CN1CCN(S(=O)(=O)c2ccc(Br)cc2)CC1)N/N=C/c1ccc(Br)s1
  ·, -19, ·, 0.0, 3, -1, 2, ·
- Cc1cccc(C)c1OCCCCCNCCO
  -3, -1, -2, ·, -13, 1, -1, -6
- O=C(NC(=S)Nc1ccccc1F)c1ccc(Br)o1
  4, -21, 6, 6.6, 6, -2, -2, 49*
- COc1ccccc1C(CNC(=O)c1ccc(-c2ccccc2Cl)o1)N1CCCC1 (stereo unspecified)
  ·, -22, ·, -0.2, 7, -2, 0, ·
- COC(=O)N(C)C[C@@H]1OCc2cn(nn2)CCCC(=O)N([C@H](C)CO)C[C@H]1C
  -2&-2, 9&-14, 7&-3, 0.2, 6, -1&-4, 0&4, -4&-1
- NC(=O)c1ccc(=O)n(C2OC(CO)C(O)C2O)c1 (stereo unspecified)
  1, -3, -5, 0.3, -16, -2, 5, 1
- Cc1cc(C)n(S(=O)(=O)c2ccccc2)n1
  -7, -2, 12, 0.8, -2, -4, 3, ·
- CCCC(CC)Sc1nc2c([nH]1)c(=S)n(C)c(=O)n2C (stereo unspecified)
  -7, -2, 3, -0.5, 12, ·, 2, -5
- C[C@@H]1CN([C@H](C)CO)C(=O)c2cc(Br)cnc2O[C@H]1CN(C)C(=O)Nc1ccc2c(c1)OCO2
  4&0, -8&-1, -11&-1, -0.3&-0.2, -3, 0&-2, 3&2, 0&-4
- CCCC#Cc1ccc([C@@H]2[C@@H](CO)N3C(=O)CN(S(=O)(=O)c4ccccc4C)C[C@@H]23)cc1
  ·, -3, ·, -0.1, ·, 4, -5, ·
- O=C(NCc1ccc2c(c1)OCO2)C1CCCN(S(=O)(=O)c2cccnc2)C1 (stereo unspecified)
  -1, -14, -5, 0.0, 30, 2, -10, -4
- C/C(N)=C(/C#N)C(=O)CSc1ccc2c(c1)OCCO2
  2, ·, 8, ·, 0, ·, ·, -21
- O=S1(=O)[C@H]2C[C@@H]3C=C[C@@]2(CN1Cc1ccc(Cl)cc1)O3
  ·, 2, -2, ·, -1, -1, -1, -1
- Cc1ccc(NC(=O)COC(=O)Cc2ccsc2)c(C)c1
  ·, -8, ·, ·, -6, -1, 0, 0
- Fc1ccc(NC(=S)N2CCCCC2)cc1
  -4, ·, -5, ·, 0, ·, ·, 1
- O=C(CSc1ccc(Br)cc1)N1CCN(C(=O)c2ccco2)CC1
  -1, 2, -1, 0.6, -4, 2, -5, 7
- Cc1ccc(C(=O)N/C(=C\c2cccs2)C(=O)N2CCCCCC2)cc1
  1, ·, -7, ·, 3, ·, ·, -22
- CCN1C[C@@H]2[C@@H]3C(=O)N(C)C(=O)[C@@H]3[C@](C)(C1=O)N2C(=O)c1ccc(F)cc1
  5, 5, 6, 0.0, ·, -4, -5, 2
- CCC/C=C/c1ccc(CN2C(C(C)C)C(=O)N(Cc3cn(CC4CCCCC4)nn3)CCS2(=O)=O)cc1 (stereo unspecified)
  -7, -4, -5, -0.1, ·, -2, -1, 7
- O=C(Nc1nnc(-c2ccccc2SCc2ccccc2F)s1)Nc1ccccc1F
  -3, ·, 4, ·, 1, ·, ·, -5
- CCOC(=O)C1(O)CSc2nc3sc(C(=O)O)c(C)c3c(=O)n21 (stereo unspecified)
  -3, -6, -10, ·, 7, 4, 7, -3
- Cc1ccc(S(=O)(=O)N(C)C[C@@H]2Oc3ncc(Br)cc3C(=O)N([C@@H](C)CO)C[C@H]2C)cc1
  -4, 0, 8, -0.2, -7, 0, -5, -20
- O=C(Nc1cccc(O)c1)c1ccc([N+](=O)[O-])cc1Cl
  -2, -15, 1, ·, ·, 0, -4, 10

Brought forward from above: 6 entries; new compounds follow.
Values run as follows: PglD inh, RAD52 anneal inh, RAD54 branch, E-selectin induc, ARNT TACC3 PPI, Casp6 inh, ERp5 block, esBAF inh
- CCN1C[C@@H]2[C@@H]3C(=O)N(C)C(=O)[C@@H]3[C@](C)(C1=O)N2C(=O)c1ccc(F)cc1
  5, 5, 6, 0.0, ·, -4, -5, 2
- CCC/C=C/c1ccc(CN2C(C(C)C)C(=O)N(Cc3cn(CC4CCCCC4)nn3)CCS2(=O)=O)cc1 (stereo unspecified)
  -7, -4, -5, -0.1, ·, -2, -1, 7
- O=C(Nc1nnc(-c2ccccc2SCc2ccccc2F)s1)Nc1ccccc1F
  -3, ·, 4, ·, 1, ·, ·, -5
- CCOC(=O)C1(O)CSc2nc3sc(C(=O)O)c(C)c3c(=O)n21 (stereo unspecified)
  -3, -6, -10, ·, 7, 4, 7, -3
- Cc1ccc(S(=O)(=O)N(C)C[C@@H]2Oc3ncc(Br)cc3C(=O)N([C@@H](C)CO)C[C@H]2C)cc1
  -4, 0, 8, -0.2, -7, 0, -5, -20
- O=C(Nc1cccc(O)c1)c1ccc([N+](=O)[O-])cc1Cl
  -2, -15, 1, ·, ·, 0, -4, 10
- COc1c(C(=O)N2CCCC2)ccc2ccccc12
  -5, ·, -24, ·, -7, ·, ·, 13
- Cc1ccc(N2CCN(/N=C/c3cccs3)CC2)cc1
  2, 5, 3, ·, -3, -5, -2, 14
- COc1ccc(-c2csc(C(O)c3ccc(F)cc3)n2)cn1 (stereo unspecified)
  -1, 1, 4, 0.0, ·, 2, 0, 29
- O=C1c2sccc2-c2cccc3cccc1c23
  -6, -84, 14, 0.1, ·, -5, -9, ·
- CC(O)CN(Cc1ccc(Cl)cc1)CC(C)O (stereo unspecified)
  0, ·, 6, ·, 2, ·, ·, -2
- CCc1nc(SCC(=O)Nc2cccc3ccccc23)[nH]c(=O)c1C
  4, -13, 14, ·, -3, -5, -1, 4

Screening data (PubChem BioAssay)
